Pf Dd2 growth – inhibitors of Plasmodium falciparum Dd2 growth | P. falciparum Dd2 growth, SYBR Green, 72 h | hit rate 4.3% among 120,000 | Potency, µM (series often up to 28.9 µM), inactives show at the top dose activity, negative = inhibition, actives largely listed as inhibitors; active = well fitted inhibition curve with a large enough effect; inconclusive = small, poorly fitted or top-dose-only effect; inactive = no such curve, though single readings can be large or run the other way;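 note: plate controls were DMSO vehicle for no effect and reference drug for full effect; nearly all actives have a fitted effect of over 65% in size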
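Readout: SYBR Green fluorescence, 485 nm excitation, 535 nm emission, after ~16 h lysis at 37C. Before that, Dd2-infected red cells (2.5% hematocrit) grew 72 h with compound, 29 uM top final concentration.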
Starred values were filed as active, the others as inactive; i = inactive; ? = inconclusive; [ ] = remark or other dose. Potency is the fitted concentration of half-maximal effect. An excerpt; count on the stated rates, not on these rows.

SMILES | Pf Dd2 growth
O=C(C1CCN(C(=O)N2CC3CC(C2)[C@H]2CCCC(=O)N2C3)CC1)N1CCC(N2CCCCC2)CC1 (stereo partly drawn) | 20.3%
Cc1ccc(N2CCC(NC(=O)c3ccc(F)c(F)c3)C2=O)cc1C (stereo not drawn) | -19.3%
N#Cc1ccc(CN2CCC(N3Cc4cccn4C3=O)CC2)cc1 | ?
COc1ccccc1CN1CCN(C(=O)c2ccc3c(c2)C(O)CCCCCN3C)CC1 (stereo not drawn) | ?
O=C(Nc1ccccc1)N1CCC(Oc2ccccc2-c2nc(-c3ccccc3)no2)C1 (stereo not drawn) | -5.4%
CCOc1ccc(OCC)c(NC(=O)C(NS(=O)(=O)c2cccs2)c2ccccc2)c1 (stereo not drawn) | -11.9%
COc1ccc(CCC(=O)N2CCC3(CC2)CC(N(C(C)=O)C2CC2)CCO3)cc1 (stereo not drawn) | -17.8%
Cc1ccc(NC(=O)CSc2nnc(-c3cc4occc4n3C)n2-c2ccccc2C)c(C)c1 | 41.6%
Cn1c(C(=O)N2CCC(C(=O)N3CCN(c4ccccc4)CC3)CC2)cc2sccc21 | ?
CCOc1ccccc1C1NC(=O)N(CC(=O)Nc2cc(Cl)ccc2OC)C2=C1C(=O)OC2 (stereo not drawn) | -24.6%
CCOc1ccccc1CN1C[C@@H](NC(=O)COC)C[C@H]1CO | ?
COc1cccc(-c2nccc3c(=O)cc(N4CCOCC4)oc23)c1 | ?
CCCc1nc(SCc2cc(=O)c3ccc(C)c(C)c3[nH]2)n[nH]1 | i
COCCn1cnc2ccc(-c3cccc(C)c3)nc2c1=O | i
COc1ccc(-c2ccccc2NC(=O)C2CCCN(C3CCOCC3)C2)cc1 (stereo not drawn) | i
COc1ccc(-c2nc3cc(NC(=O)CSc4ccc(C)cc4)ccc3o2)cc1 | ?
O=C(COc1ccccc1F)Nc1ccc(C(=O)OCc2cc(=O)n3nc(C4CC4)sc3n2)cc1 | -6.8%
CCCCN1C(=O)CC[C@H]2CN(C(=O)Cc3cnccn3)CC[C@H]21 | -7.6%
CC1CCCN(C(=O)c2cc3c(Cl)nc4ccccc4c3s2)C1 (stereo not drawn) | -1.8%
COc1ccc(C(=O)N2CCCOCCNC(=O)CC2)cc1 | 42.2%[activator]
COc1ccccc1CNC(=O)CN1CC2CC(C1)[C@H]1CCCC(=O)N1C2 (stereo partly drawn) | -16.5%
CCC(=O)N1CCCN(CCOC)c2ccccc21 | -1.7%
COc1ccc(CC(=O)Nc2ccc([C@H]3OCC(=O)N(Cc4ccncc4)[C@@H]3CO)cc2)cc1 | -0.7%
Cc1ccsc1C(=O)NCCc1noc(C2CC2)n1 | 4.1%
COCCn1cnc2ccc(-c3ccc4c(ccn4C)c3)nc2c1=O | ?
SMILES | Pf Dd2 growth
Cc1ccc(CNC(=O)CC2=C3CCCCC3N(Cc3ccc(F)cc3)C2=O)cc1 (stereo not drawn) | i
COc1ccccc1CNc1ncncc1-c1nc(-c2ccccc2)no1 | ?
CSc1cccc(NC(=O)N[C@H]2C[C@@H](C(=O)N[C@@H](CCCNC(=O)C=C(C)C)C(N)=O)N(C(=O)C=C(C)C)C2)c1 | ?
Cc1cccc2c1-c1sc(C(=O)NCc3ccc(Cl)cc3)cc1CO2 | 2.8%
O=C(COc1ccc(NC(=O)C2CC2)cn1)NCc1ccccc1 | 32.0%[activator]
COc1ccccc1N1CCN(C(=O)CCc2conc2-c2ccccc2F)CC1 | -31.2%
Cc1nc(N2CCC(NC(=O)c3cccc4[nH]ccc34)CC2)cc(C(F)(F)F)n1 | ?
CC(C)COC(=O)Cn1nnc2sc(-c3ccccc3)cc2c1=O | 20.0%
O=C(CN(c1ccc(Cl)c(C(F)(F)F)c1)S(=O)(=O)c1ccccc1)N1CCc2ccccc2C1 | 81.0%[activator]
CCc1ccc(NC(=O)Cn2cc(S(=O)(=O)c3ccc(F)cc3)c(=O)c3cc(OC)ccc32)cc1 | -3.7%
Cc1ccc(CNC(=O)C2CCN(S(=O)(=O)N3CCCCC3)CC2)cc1 | -5.9%
Cc1ccc2nc(Nc3cccc(Cl)c3C)c(-n3nc(C)cc3C)nc2c1 | 35.2%[activator][5.79 µM]
COCC(=O)N1CCCCCCNC(=O)[C@@H]2CCCC[C@@H]21 | 25.3%
CC(=O)N1CCn2cc(C(=O)Nc3ccc(Cl)cc3Cl)nc2C1 | 47.0%[activator]
COc1ccc(-c2nn(-c3ccccc3)cc2CN2CCN3CCCC3C2)c(F)c1 (stereo not drawn) | 7.08µM*
O=C(Cc1ccc(F)cc1Cl)N1C[C@H]2CC[C@@H]1CN(Cc1cccnc1)C2 | -16.3%
Cc1c(C(=O)N2CCC(C)CC2)c(S(=O)(=O)Nc2cccc(C(F)(F)F)c2)c(C)n1C | 13.2%
COc1ccc(CN2CC3(CCN(C(=O)Nc4ccc5c(c4)OCCO5)CC3)C2=O)cc1 | ?
Cc1cccc(-c2ccc3c(c2)C(=O)N2CC[C@H](NC(=O)C4CCCC4)[C@H]2C(=O)N3)c1C | ?
CC(C)(C)OC(=O)N1CCC(c2c(C(=O)N3CCN(C(=O)c4ccco4)CC3)cnn2-c2ccccc2Cl)CC1 | 11.2µM*
CCN(CC)S(=O)(=O)c1ccc2c(c1)N(CC(=O)N1CCN(c3cccc(Cl)c3)CC1)C(=O)CO2 | -16.4%
CC(C)Cc1noc(-c2ccc(N3CCC(O)CC3)nc2)n1 | -0.6%
CCCN(CC1CCOC1)C(=O)NC(C)C (stereo not drawn) | 8.9%[5.79 µM]
CC(C)Oc1ccc(C(=O)N2CCN(CCc3ccccn3)CC2)cc1 | 9.3%
CN1CCCN(C[C@@H]2CN(C(=O)CCc3ccc(F)cc3)C[C@@H]2CO)CC1 | -8.3%
SMILES | Pf Dd2 growth
CCOCc1nc(C2CCCN2C(=O)NCCC(=O)OCC)no1 (stereo not drawn) | 14.1%
CN(C)c1cccc(NC(=O)C2=NO[C@@H]3CN(c4cccnc4)C[C@H]23)c1 | -4.7%[44.1 µM]
Cc1ccc(C2Cn3nnc(C(=O)N4CCN(C(=O)c5cccc(C)c5)CC4)c3CO2)cc1 (stereo not drawn) | -22.4%
COc1ccc(NC(=O)CN(c2cccc(C)c2C)S(=O)(=O)c2ccccc2)cc1OC | i
Cc1ccc(S(=O)(=O)c2c(O)cc(C)c(NS(=O)(=O)c3ccc(Br)cc3)c2C)cc1 | i
COc1ccc(CCC(=O)N2[C@@H]3CC[C@H]2CC(NC(=O)c2ccncc2)C3)cc1 (stereo partly drawn) | 0.0%
CC(C)(C)c1coc([C@@H]2COCCN2Cc2ccccc2)n1 | -26.2%[44.1 µM]
CCN(Cc1ccccc1)C(=O)CN1C(=O)CSc2ccc(S(=O)(=O)N(CC)CC)cc21 | -21.8%
O=C1C(N2CCN(S(=O)(=O)c3cc(F)cc(F)c3)CC2)CCN1Cc1ccccn1 (stereo not drawn) | ?
Cc1c(F)cccc1NC(=O)N1C[C@@H](F)C[C@H]1C(=O)N1CCCCC1 | -12.4%
Cn1ncc(N2CCCC(CC(=O)NC3CC3)C2)cc1=O (stereo not drawn) | 44.9%[activator]
CCc1cccc(NC(=O)CCS(=O)(=O)c2cc(Br)cc3c2N(C(C)=O)CC3)c1 | -9.9%
CN1CC(=O)N(C2CNC2)Cc2c(NC3CC3)ncnc21 | 13.1%[44.1 µM]
Cc1cc(C)n(CC(=O)N2CCC3(CC2)CC(N2CCN(C(C)C)CC2)CCO3)n1 (stereo not drawn) | ?
CN1CCCCCCN(S(=O)(=O)c2cccc(F)c2)[C@H]2CCC[C@H]2C1=O | 2.51µM*
O[C@H]1[C@H](NCC2CC2)[C@@H](c2cncnc2)C[C@H]1O | i
CCCN(C(=O)c1cc(S(=O)(=O)N2CCc3ccccc32)cn1C)c1ccc(OCC)cc1 | ?
COc1cc2c(cc1OCC1CC1)NC(=O)C21CCN(Cc2ccncc2)CC1 | i
CN(C)c1ccc(/C=C(\C#N)c2nc3ccccc3c(=O)[nH]2)cc1 | -10.1%
COc1cc(/C=C(\C#N)c2nc3ccccc3n2C)cc(OC)c1OC | 44.3%[activator]
COC(=O)[C@@H]1Cc2ncn(C(C)C)c2CN1S(=O)(=O)c1ccc([N+](=O)[O-])cc1 | ?
Cc1ccc(N2CCN(c3ncncc3-c3nc(-c4ccccc4)no3)CC2)cc1 | ?
CCN(Cc1ccccc1)C(=O)Nc1ccc2c(c1)N(C)C(=O)c1ccccc1S2 | ?
CCC(=O)N1CCC(Oc2ncccc2C(=O)N(C)C)C1 (stereo not drawn) | 38.5%[activator]
COc1ccc([C@H]2C[C@@H](O)[C@@H](O)[C@@H]2NC(=O)Cc2ccc(Cl)cc2)cc1 | -8.4%[44.1 µM]
SMILES | Pf Dd2 growth
Cc1nc(-c2c3n(c(=O)n(CC(=O)Nc4ccc(Cl)cc4F)c2=O)CCCCC3)no1 | 3.3%
CC(=O)c1cc(C(=O)NC2CCCN(c3nc4ccccc4s3)C2)[nH]n1 (stereo not drawn) | -16.0%
CCN(CC)C(=O)[C@@H]1CCC[C@@H](NS(C)(=O)=O)CN(C)C(=O)C1 | 17.9%[44.1 µM]
CCN(c1ccc(C)cc1C)S(=O)(=O)c1nnc(NC(=O)c2ccccc2OC)s1 | i
COc1ccc(NC(=O)Cn2c(=O)n(CCc3ccccc3)c(=O)c3c4c(sc32)CCCC4)cc1 | ?
O=c1oc2ccccc2cc1-c1cn2cc(Cc3ccc(Br)cc3)sc2n1 | 14.8%
COc1cccc(CCC(=O)N2CCC3(CC2)N(c2ccccc2)C(=O)CS3(=O)=O)c1 | i
COc1cc(OC)cc(C(=O)N2CCCN(S(C)(=O)=O)c3ccccc32)c1 | -15.2%
COc1ccc(-c2cc(C(=O)Oc3cccc(C)c3)c3cc(C)ccc3n2)cc1 | 42.6%[activator]
O=C(Cn1cccc1-c1nc(-c2ccccc2)no1)Nc1cc(F)ccc1Cl | ?
O=C1CCC2(CNC(=O)C3CC3)CCCC=C2N1 (stereo not drawn) | -17.5%
CCc1nc2ccc(C(=O)NCc3ccc(N(C)C)cc3)cc2nc1CC | 3.55µM*
Cc1ccc(CNC(=O)Cn2c(=O)n(Cc3ccccc3)c(=O)c3sc4ccccc4c32)cc1 | 41.6%[activator]
COc1cccc(-c2noc(Nc3cc(OC)c(OC)c(OC)c3)n2)c1 | ?
CC1(C(=O)N2C[C@@H](Oc3ccccc3)C[C@H]2C(=O)NC2CC2)CCCCC1 | ?
O=C(Nc1ccsc1)N[C@H]1C[C@H]2C(=O)NC[C@@H](CCC(=O)N3CCCCC3)N2C1 | ?
COC(=O)CSc1ncc2c(n1)-c1ccccc1N(Cc1ccc(Cl)cc1)S2(=O)=O | i
Cc1ccc(C(=O)NC2CC(c3nnc(Cn4cccn4)n3C)C2)s1 (stereo not drawn) | -27.1%
COC(=O)c1cc2sc(Cl)cc2n1CC(=O)Nc1cc(OC)cc(OC)c1 | -22.4%
CC(C)c1nccn1CCCNC(=O)c1ccc(N2CCCC(CO)C2)nc1 (stereo not drawn) | -0.9%
Cc1ccsc1[C@@H]1CCN(Cc2ccc(C#CC(C)(C)O)cc2)C[C@H]1O | ?
Cc1ccc2c(c1)c(=O)c1ccccc1n2CCCC(=O)Nc1ccc(C)c(C)c1 | -22.6%
Cc1ccncc1-c1c(C)nn2c1N(Cc1cccc(OC(F)(F)F)c1)CCC2 | ?
CO[C@H]1C(=O)N(C(C)C)[C@H]1C1CCN(C(=O)c2cnn(C)c2)CC1 | 16.7%
O=C(CN1C(=O)COc2ccc(C(=O)COc3ccc(F)cc3)cc21)Nc1ccccc1 | i

Part of the list above in order of number of heavy atoms, descending:
SMILES | Pf Dd2 growth
Cc1ccc(CNC(=O)Cn2c(=O)n(Cc3ccccc3)c(=O)c3sc4ccccc4c32)cc1 | 41.6%[activator]
Cc1nc(-c2c3n(c(=O)n(CC(=O)Nc4ccc(Cl)cc4F)c2=O)CCCCC3)no1 | 3.3%
COC(=O)CSc1ncc2c(n1)-c1ccccc1N(Cc1ccc(Cl)cc1)S2(=O)=O | i
CCc1nc2ccc(C(=O)NCc3ccc(N(C)C)cc3)cc2nc1CC | 3.55µM*
CC(=O)c1cc(C(=O)NC2CCCN(c3nc4ccccc4s3)C2)[nH]n1 (stereo not drawn) | -16.0%
O=C1CCC2(CNC(=O)C3CC3)CCCC=C2N1 (stereo not drawn) | -17.5%

The listing picks up, repeating the four entries before the break.
SMILES | Pf Dd2 growth
Cc1ccc2c(c1)c(=O)c1ccccc1n2CCCC(=O)Nc1ccc(C)c(C)c1 | -22.6%
Cc1ccncc1-c1c(C)nn2c1N(Cc1cccc(OC(F)(F)F)c1)CCC2 | ?
CO[C@H]1C(=O)N(C(C)C)[C@H]1C1CCN(C(=O)c2cnn(C)c2)CC1 | 16.7%
O=C(CN1C(=O)COc2ccc(C(=O)COc3ccc(F)cc3)cc21)Nc1ccccc1 | i
Cc1nnc(NC(=O)c2cccn(Cc3cccc(F)c3)c2=O)s1 | i
Cc1c2cnn(-c3ccccc3)c(=O)c2c(C)n1CC(=O)NCc1ccccc1Br | -5.0%
COc1ccccc1CNC(=O)Cn1c(-c2cccs2)cc2cc(F)ccc21 | ?
COc1ccccc1NC(=O)c1c(NCc2sccc2C)sc2c1CCCCC2 | 11.2µM*
CC(=O)N1Cc2ccccc2NC(=O)C12CCNC2 (stereo not drawn) | 17.9%[44.1 µM]
COCc1cc(=O)n(CC(=O)Nc2cccc(C)c2)c(N2CCOCC2)n1 | i
O=C(NCC1CCN(Cc2ccccc2Cl)CC1)c1cc2ccc3cccnc3c2[nH]1 | 7.94µM*
Cc1oc2c(c1C(=O)N1CCCC1)CN(Cc1ccc(F)cc1)CC2 | ?
CSCc1ccc(C(=O)N2CCCC(O)(CN3CCCC3)C2)o1 (stereo not drawn) | ?
O=C(CN1CC2CC(C1)[C@H]1CCCC(=O)N1C2)Nc1ccc(N2CCOCC2)cc1 (stereo partly drawn) | -0.7%
Cc1ccc(N2CCn3c2nc2c3c(=O)n(C/C=C/c3ccccc3)c(=O)n2C)cc1C | 8.0%
CCOC(=O)c1cccc(NC(=O)Cn2c(=O)nc(-c3ccccc3)c3ccccc32)c1 | -1.0%
